Screening results (PubChem)
Statin myotox sup = suppression of simvastatin myotoxicity; C2C12 myotubes + simvastatin, ATP luminescence, 48 h; scaled: DMSO 0, geranylgeraniol control 100; rescue of ATP level, % at 7.49 µM; hit rate 0.78% among 330,000; AID 602340;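 active = mean ATP rescue above about 67%, or every replicate alone reaching that limit, limit read from the data, passing the limit was not always enough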;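 also: myotubes were challenged with 10 µM simvastatin during compound exposure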
Cneo AK release = causes C. neoformans cell lysis; adenylate kinase release luminescence, 4 h; normalised: neutral wells 0, clomiphene wells 100; lysis activity, % at 15 µM; hit rate 0.2% among 360,000; AID 651654;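 active = mean lysis activity across replicates of at least 80%, whatever share of replicates individually reach that level; inactive = mean lysis activity below 80%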
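Material: C. neoformans cells | Amount: Yeast cell density of 5 × 10^6 cells/mL | Medium: Fresh YPD growth medium | Dosing: Single dose | Times: Static 4 h at 37 °C with compound, 1 h detection | Detection: AK luminescence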
PGC1a acetyl inh = PGC1a acetylation modulation, inhibitor mode | inhibition, % at 15.6 µM | U2OS PGC1a acetylation, AlphaScreen anti-acetyl-lysine; with virally co-expressed GCN5 acetyltransferase | hit rate 0.17% among 350,000;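 active = every replicate shows inhibition of at least 40%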;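 also: 0% = neutral control wells and 100% = positive control wells; some results beyond the cut were filed as inactive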
INS-1E GSIS act = GLuc luminescence reporter in INS-1E cells, primary screen for activators of glucose-dependent secretion of insulin. INS-1E GLuc reporter insulin secretion, 2-3 h. activation, % at 16.6 µM. hit rate 0.61% among 370,000. AID 743287;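 active = lowest replicate activation of at least 40%, so every replicate reaches that level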;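 also: 0% = median of neutral control wells and 100% = median of IBMX positive control wells; some compounds called inactive have numbers as strong as hits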
PglD inh = inhibitors of Campylobacter jejuni PglD acetyltransferase | purified PglD enzyme, DTNB colorimetric CoA detection | inhibition, % at 12.5 µM | hit rate 0.098% among 360,000 | AID 602405; in the data active = inhibition above about 16%, passing the limit was not always enough; also: strong numbers were not always called active
LGR2 antag = inhibitors of bursicon-induced Drosophila LGR2 receptor cAMP signaling; hit rate 0.35% among 380,000; HEK293 LGR2, CRE-luciferase, bursicon-stimulated, 4 h; inhibition, % at 9.99 µM;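 active = drop in luminescence signal, shown as inhibition above about 50% in the replicate tests, limit read from the data, passing the limit was not always enough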;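 also: agonist challenge used bursicon conditioned medium at about half maximal strength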
PAX8 reporter = inhibitors of PAX8 transcriptional activity in RMG-I cells; AID 652154; hit rate 1.2% among 360,000; RMG-I TPO-luciferase reporter, SteadyGlo, 24 h; inhibition, % at 12.6 µM;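 active = mean replicate inhibition at least 60% with every replicate also reaching 60%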;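 also: luciferase light reporting Pax8 driven TPO promoter activity; plate controls were median of neutral control wells for no effect and mitoxantrone controls for full effect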
ARNT TACC3 PPI = disrupts binding between human ARNT and TACC3; hit rate 0.66% among 390,000; inhibition, % at 9.99 µM; Q9Y6A5; AID 623870; AlphaScreen His-ARNT PAS-B/GST-TACC3 binding, luminescence; TACC3 fragment carries E629A point mutation;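 active = mean inhibition of replicates at least 50% and at least half of replicates each reaching 50%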;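 also: 0% = complete ARNT plus TACC3 wells and 100% = ARNT alone without TACC3; many hits fall short of the cut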
Starred values were filed as active, the others as inactive; x = no result given; & = joins results of further samples.

SMILES	Statin myotox sup	Cneo AK release	PGC1a acetyl inh	INS-1E GSIS act	PglD inh	LGR2 antag	PAX8 reporter	ARNT TACC3 PPI
C[C@@H]1CCCCO[C@@H](CN(C)C(=O)CCCN(C)C)[C@@H](C)CN([C@@H](C)CO)C(=O)c2cc(NC(=O)CCCN(C)C)ccc2O1	x	19	15	5	0	-16	-22	-1
CCc1ccc(-c2nc(SCC(=O)N(CC)C3CCS(=O)(=O)C3)n[nH]2)cc1 (stereo unspecified)	-9	x	x	-4	x	-3	-63	-1
COc1ccc2oc(C(=O)OCC(=O)Nc3ccc(C)c(S(=O)(=O)N4CCOCC4)c3)c(C)c2c1	-7	-1	x	-32	-2	-13	-36	x
O=C(NCc1nc2ccccc2[nH]1)C1=C[C@@H](c2ccc(Br)cc2)C[C@@H](OCCCCO)O1	-12	3&13	-4&5	-19	2	-5	9&1	6
CCOC(=O)c1nnn2c1nc(SCC(C)=O)c1ccccc12	x	-2	4	13	4	4	0	x
C[C@H](CO)N1C[C@H](C)[C@H](CN(C)S(=O)(=O)c2ccccc2)Oc2ccc(NC(=O)CCCCCC(=O)Nc3ccccc3N)cc2C1=O	x	x	-6	9	x	4	12	x
O=C(C[C@H]1C[C@H]2c3cc(NS(=O)(=O)c4ccccc4)ccc3O[C@H]2[C@H](CO)O1)NC1CCCCC1	3	-2	-5	-8	0	13	35	-2
Cc1ccc(CC(=O)Nc2ccc(C(=O)N3CCOCC3)cc2)cc1	0	1	x	0	0	10	2	3
C[C@H](CO)N1C[C@H](C)[C@H](CN(C)C(=O)CC2CC2)Oc2cc(C#CC(C)(C)O)ccc2S1(=O)=O	-2	-1	3	6	2	-3	x	16
CC(C)C(=O)Nc1ccc2c3c(cccc13)CC2	x	-8	-8	-10	10	-9	39	-9
O=C(N[C@H]1C=C[C@H](CC(=O)N2CCOCC2)O[C@@H]1CO)c1cccc(F)c1	0	-2	-28	10	-1	5	3	5
COc1cc(C(=O)NCC(c2ccccc2)N(C)C)ccc1OCc1c(C)noc1C (stereo unspecified)	-13	0	-12	x	1	-6	9	10
O=C(O)CSc1nnc(-c2ccncc2)n1Cc1ccccc1	x	6	10	x	3	x	x	-7
CCCCN(CC)CCNC(=O)CN1C(=O)COc2ccc(S(=O)(=O)N3CCCC3)cc21	-10	0	0	12	0	0	0	-11
COc1ccc(C(=O)N2C[C@H]3[C@@H](c4ccccc42)[C@H](CO)N3C(=O)Cc2ccccn2)cc1	10	-3	-14	0	2	23	17	-2
O=C1CN(Cc2ccc(F)cc2)C[C@H]2[C@H](c3ccc(-c4ccccc4F)cc3)[C@@H](CO)N12	x	x	0	1	x	1	-19	x
CC(C)NC(=O)Nc1ccc2c(c1)C(=O)N([C@@H](C)CO)C[C@@H](C)[C@@H](CN(C)CC1CCCCC1)OCCCC[C@@H](C)O2	x	9	-13	15	-18	14	-3	7
O=C(NNC(=O)c1ccc(Br)s1)c1cccc(Cl)c1	-10	-1	5	11	-2	-12	-14	-10
CNC(=O)C[C@@H]1CC[C@@H]2[C@H](COc3ccc(NC(=O)Cc4cccs4)cc3C(=O)N2C)O1	-21	-1	0	0	0	6	14	-4
COc1ccccc1C(=O)OCC(=O)Nc1ccc(OC(F)F)cc1	x	-6	-12	9	4	-27	x	1
COc1ccc(NC(=O)Nc2ccc3c(c2)CC(=O)N([C@H](C)CO)C[C@H](C)[C@H](CN(C)S(C)(=O)=O)O3)cc1	-6	-1	-5	16	0	-3	19	-13
O=C(C[C@H]1CC[C@H]2[C@@H](COC[C@@H](O)CN2S(=O)(=O)c2ccccc2)O1)NCc1ccc(-c2ccccc2)cc1	2	-1	10	-14	-2	0	11	3
C[C@H](CO)N1C[C@H](C)[C@@H](CN(C)C(=O)c2ccccc2)OCCCC[C@H](C)Oc2ccc(NC(=O)Nc3ccc4c(c3)OCO4)cc2C1=O	x	1	-8	-15	-2	0	-4	-5
Cc1csc(=O)n1CC(=O)OC(C)C(=O)Nc1cccc(Cl)c1 (stereo unspecified)	-5	0	x	-1	-1	1	2	2
COc1cccc(N2CCN(c3ccc4nnc(CCC(=O)Nc5cccc(C(C)=O)c5)n4n3)CC2)c1	-8	-1	91	2	14	21	-6	10
Cc1noc(C)c1S(=O)(=O)Nc1ccc2c(c1)C(=O)N([C@H](C)CO)C[C@H](C)[C@@H](CN(C)Cc1ccc(C(=O)Nc3ccccc3N)cc1)OCCCC[C@@H](C)O2	x	x	-28	0	x	-21	21	x
CC1(C)CC(=O)C2=C(C1)Nc1ccccc1NC2c1ccccc1F (stereo unspecified)	-5	0	11	-1	-10	10	-5	-1
CO[C@@H]1CN(C)C(=O)c2ccc(NS(=O)(=O)c3ccc(C)cc3)cc2OC[C@H](C)NC[C@H]1C	-7	3	10	10	3	-17	x	-3
Cc1ccc(Sc2ncccc2C(=O)NCc2cc([N+](=O)[O-])ccc2O)cc1C	-6	2	2	-38	0	2	14	19
C=CCC(=O)N1CCCC(CCC(=O)NCc2ccccc2F)C1 (stereo unspecified)	x	x	x	-4	x	19	-10	-12
C/C(=N\Nc1nc2ccccc2s1)c1cccs1	12	-5	-8	-11	7	15	-16	17
CCOc1ccc(OCCC(=O)Nc2ccccc2C(=O)NC2CC2)cc1	-9	0	x	-19	3	-13	5	x
Cc1noc(C)c1S(=O)(=O)Nc1ccc2c(c1)C(=O)N([C@H](C)CO)C[C@@H](C)[C@@H](CN(C)CC1CCCCC1)OCCCC[C@@H](C)O2	-17	1	x	-9	4	10	-18	1
O=C(Cc1ccccc1)NN1C(=O)/C(=C/c2ccc(C(=O)O)cc2)SC1=S	-7	x	0	-15	x	-2	-12	38
CO[C@@H]1CN(C)C(=O)c2ccc(NC(=O)c3cc(C)on3)cc2OC[C@H](C)N(CC2CC2)C[C@H]1C	10	-3	-10	7	-1	12	-11	-5
CCOc1ccc(S(=O)(=O)Nc2cccc(C(=O)NCC3(N4CCCCC4)CCCCC3)c2)cc1	-24	x	-4	-27	x	13	7	2

In a second layout: results already given
compound | Statin myotox sup | Cneo AK release | PGC1a acetyl inh | INS-1E GSIS act | PglD inh | LGR2 antag | PAX8 reporter | ARNT TACC3 PPI
C/C(=N\Nc1nc2ccccc2s1)c1cccs1 | 12 | -5 | -8 | -11 | 7 | 15 | -16 | 17
CC1(C)CC(=O)C2=C(C1)Nc1ccccc1NC2c1ccccc1F (stereo unspecified) | -5 | 0 | 11 | -1 | -10 | 10 | -5 | -1

Additional results
SMILES	Statin myotox sup	Cneo AK release	PGC1a acetyl inh	INS-1E GSIS act	PglD inh	LGR2 antag	PAX8 reporter	ARNT TACC3 PPI
COc1ccc(N2C(=O)CC(SCCc3nc4ccccc4[nH]3)C2=O)cc1 (stereo unspecified)	30	-1	3	-11	5	-5	x	-12
O=S(=O)(NC1CC2CCC1C2)c1ccc(Br)s1 (stereo unspecified)	x	1	-11	x	4	x	x	-16
CC(C)(C)NC(=O)C(c1ccc(F)cc1)N(CCc1ccccc1)C(=O)c1ccn[nH]1 (stereo unspecified)	12	x	3	-26	x	-12	-3	-3
O=C(CSc1nnc(CNC(=O)c2c(F)cccc2F)o1)NCc1ccccc1Cl	0	4	x	x	0	2	x	26
Cc1ccc(Nc2nc3nonc3[nH]c2=O)cc1	x	-1	4	-32	-1	x	x	-6
CCN(Cc1ccncc1)C(=O)c1ccc(C)c(S(=O)(=O)N2CCCCC2)c1	11	-1	-9	11	-1	5	14	-8
Cc1ccc(N2C(=O)N3[C@H](c4ccc(Cl)cc4)[C@@H]4C(=O)N(C5CCCCC5)C(=O)[C@@H]4[C@]3(Cc3ccccc3)C2=O)cc1	18	0	-23	28	-2	4	-6	-6
Cc1ccc(-c2onc3ccc(C(=O)O)cc23)cc1	8	4	x	-3	-2	-3	-1	0
COc1ccccc1N1CC(C(=O)Nc2nnc(SCC(=O)N3CCCC3)s2)CC1=O (stereo unspecified)	x	-2	x	-9	x	-4	1	2
CCOc1ccc(CN2CCN(CCCc3ccccc3)CC2CCO)cc1 (stereo unspecified)	-5	0	x	x	-6	x	-53	13
CC(C(=O)NC1CCCC1)N(C(=O)Cn1nnc(-c2ccc(F)cc2)n1)c1ccccc1F (stereo unspecified)	11	0	-8	-18	-3	15	-2	1
COc1cccc(C(O)c2nc(-c3ccc(OC)nc3)cs2)c1 (stereo unspecified)	15	-3	9	-4	-3	-20	-14	x
CCOc1ccc(NC(=O)C2CCCN(S(=O)(=O)c3ccc4c(c3)CCCN4C(C)=O)C2)cc1 (stereo unspecified)	-9	-1	-9	-7	-1	10	16	-6
Cc1ccc(NC(=O)c2cccc3ccccc23)cc1	-2	0	x	3	0	-31	-37	2
CC(=O)N1[C@@H]2Cn3c(ccc(C4=CCCCC4)c3=O)[C@H]1[C@@H](C(=O)N[C@H](C)c1ccccc1)[C@@H]2CO	5	2	x	4	1	3	x	2
Cc1cccc(NC(=S)N2CCC(NC(=O)C3CCCCC3)CC2)c1	-25	1	-4	-15	-8	10	-2	4
COc1c(C)cccc1C(=O)Nc1cc(-c2nn3c(C)nnc3s2)ccc1C	-5	0	-17	13	11	43	0	-4
CC(=O)c1ccc(N2CCc3ccccc3C2)c([N+](=O)[O-])c1	x	0	-2	-19	-4	-21	-36	17
O=C(OCC(=O)N1CCN(C(=O)c2ccco2)CC1)c1ccccc1C(=O)c1ccccc1	x	0	5	x	-4	x	x	-5
Cn1nnnc1Sc1ncnc2scc(-c3cccc(C(F)(F)F)c3)c12	-40	1	-32	47	5	88*	101*	-7
COc1ccc(S(=O)(=O)N2CCOCC2)cc1NC(=O)CN1C(=O)NC(C)(C2CC2)C1=O (stereo unspecified)	-3	-4	x	2	-5	1	0	x

Among those listed so far, 7 contain an aryl thioether with sulfur outside any ring:
SMILES	Statin myotox sup	Cneo AK release	PGC1a acetyl inh	INS-1E GSIS act	PglD inh	LGR2 antag	PAX8 reporter	ARNT TACC3 PPI
CCc1ccc(-c2nc(SCC(=O)N(CC)C3CCS(=O)(=O)C3)n[nH]2)cc1 (stereo unspecified)	-9	x	x	-4	x	-3	-63	-1
CCOC(=O)c1nnn2c1nc(SCC(C)=O)c1ccccc12	x	-2	4	13	4	4	0	x
O=C(O)CSc1nnc(-c2ccncc2)n1Cc1ccccc1	x	6	10	x	3	x	x	-7
Cc1ccc(Sc2ncccc2C(=O)NCc2cc([N+](=O)[O-])ccc2O)cc1C	-6	2	2	-38	0	2	14	19
O=C(CSc1nnc(CNC(=O)c2c(F)cccc2F)o1)NCc1ccccc1Cl	0	4	x	x	0	2	x	26
COc1ccccc1N1CC(C(=O)Nc2nnc(SCC(=O)N3CCCC3)s2)CC1=O (stereo unspecified)	x	-2	x	-9	x	-4	1	2
Cn1nnnc1Sc1ncnc2scc(-c3cccc(C(F)(F)F)c3)c12	-40	1	-32	47	5	88*	101*	-7
